Assay outcomes from PubChem.
DNMT1 block = inhibitors of human DNMT1; P26358; DNMT1 molecular beacon, Hinp1I cleavage, fluorescence; inhibition (reported as % activation of signal), % at 10 µM; 0.83% of 360,000 active; AID 588458; in the data active = inhibition above about 50%
SKN-1 block = C. elegans SKN-1 inhibition; C. elegans VP596 Pgst-4::GFP/RFP ratio, acrylamide-induced, 24 h; inhibition, % at 21.8 µM; 0.49% of 360,000 active; AID 624304;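 active = interference check ratio from 0.5 to 1.5 plus GFP to RFP signal ratio inhibition reaching or exceeding a fixed threshold, cut at about 30% in these data, passing the limit was not always enough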; note: some compounds called inactive have numbers as strong as hits
SUMO1 PPI mod = modulators of human SUMO1-mediated protein-protein interactions | P63165 | SUMO1 binding to a labelled peptide, TR-FRET, 1 h | inhibition, % at 20 µM | 0.33% of 360,000 active | AID 602429; in the data active = inhibition above about 37%
Target sequence (P63165 whole entry, looked up): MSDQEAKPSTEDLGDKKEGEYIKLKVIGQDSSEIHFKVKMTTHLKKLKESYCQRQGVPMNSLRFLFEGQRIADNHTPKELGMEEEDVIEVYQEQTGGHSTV
STEP block = blocks human striatal-enriched tyrosine phosphatase. inhibition, % at 20 µM. 0.25% of 360,000 active. recombinant STEP, OMFP fluorogenic substrate, fluorescence. P54829;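 active = inhibition at 20 µM, scaled per plate between control wells, above about 37%, limit read from the data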;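 note: 0% = DMSO with enzyme and substrate and 100% = substrate only without enzyme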
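System: STEP phosphatase, cell-free reaction; Buffer or medium: Bis-Tris pH 6.0 buffer with DTT, detergent; Incubation: 20 min at room temperature, dark; Measured by: fluorescence, 480/540 nm.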
MT1-MMP act inh = inhibitors of human MT1-MMP activation; HT1080 RFP-PRO-GFP cells, GFP/RFP ratio fluorescence, overnight; percent of plate control window, DMSO zero; P50281; 0.061% of 360,000 active; GFP/RFP ratio change, % at 20 µM;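 active = GFP/RFP ratio change of at least 30% with cell ATP level not reduced by more than half and red fluorescence within 50% of control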; note: strong numbers were not always called active
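Read-out: GFP/RFP fluorescence ratio; Test system: RFP-PRO-GFP reporter HT1080 cells; Compound dosing: single-point 20 µM compound, 1% DMSO; Times: overnight compound exposure at 37 °C.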
Scp1 inh = inhibitors of human Scp-1 phosphatase. Q9GZU7. Recombinant Scp1, phosphopeptide, malachite green phosphate absorbance. inhibition, % at 20 µM. 0.88% of 340,000 active. AID 493091;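 active = inhibition above about 50% at 20 µM, limit read from the data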;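 note: plate controls were DMSO wells with enzyme for no effect and wells lacking enzyme for full effect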
Target sequence (Q9GZU7 76-261 limits assumed): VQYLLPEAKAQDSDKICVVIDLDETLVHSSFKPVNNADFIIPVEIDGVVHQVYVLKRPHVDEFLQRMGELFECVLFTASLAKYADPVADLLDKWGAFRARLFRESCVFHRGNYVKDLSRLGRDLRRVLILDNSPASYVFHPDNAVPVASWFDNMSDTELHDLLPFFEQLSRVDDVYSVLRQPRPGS
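Times: enzyme reaction 45 min at room temperature, colour 5 min, stabilisation 30 min. Material: SCP-1 catalytic fragment, aa 76-261. Medium: Acidic Tris acetate buffer with magnesium and detergent. Signal: colorimetric free-phosphate detection, absorbance 630 nm. Read-out basis: % inhibition of SCP-1 phosphate liberation. Reagent: Phosphorylated 17-residue peptide substrate.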
LMPTP inh = blocks human LMPTP phosphatase; recombinant LMPTP-A, OMFP fluorogenic substrate, fluorescence intensity; inhibition, % at 20 µM; 0.22% of 360,000 active; AID 651560;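 active = compounds that cut the enzyme signal by at least half of the control window in the single-dose screen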;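 note: plate controls were DMSO wells with enzyme plus substrate for no effect and substrate without enzyme for full effect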
Target sequence (P24666 whole entry, looked up): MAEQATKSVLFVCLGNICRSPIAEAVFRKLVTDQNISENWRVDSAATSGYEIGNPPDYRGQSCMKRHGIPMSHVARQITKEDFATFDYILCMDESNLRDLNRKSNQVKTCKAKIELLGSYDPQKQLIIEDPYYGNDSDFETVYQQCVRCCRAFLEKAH
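Test system – LMPTP-A enzyme · Amount – LMPTP-A at 0.625 nM final in the reaction · Buffer or medium – Bis-Tris pH 6.0, DTT, detergent · Reagent – OMFP 400 µM · Doses – single 20 µM dose · Schedule – reaction 50 min, room temperature, dark · Detection – fluorescence intensity of OMFP turnover product · Evaluation – percent inhibition versus substrate-only and uninhibited controls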
NRP1-CendR mod = NRP-1/CendR interaction modulation; FAM-RPARPAR peptide binding to NRP-1, fluorescence polarization; inhibition, % at 25 µM; 0.85% of 360,000 active; AID 602438;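 active = inhibition or corrected inhibition above about 18%, plus a signal ratio from 0.5 to 1.5, limit read from the data, passing the limit was not always enough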; note: strong numbers were not always called active
NadD block = NadD (S. aureus) enzyme inhibition; 0.78% of 360,000 active; inhibition, % at 20 µM; purified NadD enzyme, colorimetric absorbance read-out; in the data active = inhibition above about 26%; note: some compounds past the cut are filed as inactive
Rpn11 inh = blocks the human proteasome subunit Rpn11; calls only at 20 µM; O00487; human 26S proteasome, Ub4-pepOG fluorescence polarization; 20S core pre-blocked with epoxomicin; AID 588493; 0.59% of 360,000 active;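 active = inhibition at 20 µM, scaled to each plate's controls, above about 33%, limit read from the data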
Target sequence (O00487 whole entry, looked up): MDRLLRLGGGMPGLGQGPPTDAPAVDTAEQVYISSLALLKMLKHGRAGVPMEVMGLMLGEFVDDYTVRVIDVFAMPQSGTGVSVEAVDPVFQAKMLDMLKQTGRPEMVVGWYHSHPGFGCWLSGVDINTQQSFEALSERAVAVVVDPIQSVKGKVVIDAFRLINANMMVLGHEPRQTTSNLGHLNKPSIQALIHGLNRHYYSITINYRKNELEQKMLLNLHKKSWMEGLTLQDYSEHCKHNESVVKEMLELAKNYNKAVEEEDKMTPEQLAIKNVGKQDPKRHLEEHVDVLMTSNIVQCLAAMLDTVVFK
* hit, by the source's call; i = inactive; . = no result given. Not a hit list; 3.9% or so of the library scored in one or more.

nr	SMILES	SUMO1 PPI mod	NRP1-CendR mod	STEP block	DNMT1 block	MT1-MMP act inh	Rpn11 inh	Scp1 inh	SKN-1 block	LMPTP inh	NadD block
1	Cc1nc(CN(C)C(=O)C2CCC(=O)N(CCc3cccc(F)c3)C2)cs1 (stereo not drawn)	6	7	-2	1	-1	i	-6	-23	-0.4	3
2	CN(C)S(=O)(=O)Nc1ccc2c(c1)OCO2	-5	-14	0	-5	2	i	-3	-3	-0.4	1
3	CCOc1ccc(NC(=O)CSc2nc(C3CC3)nc3ccccc23)cc1	-1	0	-1	27	-3	i	5	11	-0.2	3
4	CCCCCN(C(=O)CCC(=O)OC(C)C(=O)c1ccc(Cl)cc1)c1c(N)n(CCCC)c(=O)[nH]c1=O (stereo not drawn)	0	-4	0	1	-2	i	-1	-5	-0.2	1
5	COc1cc2[nH]c(=S)nc(NCCc3ccc(C)cc3)c2cc1OC	7	-24	-2	3	-1	i	3	-10	-3.4	1
6	COc1ccc(C2(C)NC(=O)N(CC(=O)N3CCc4ccccc43)C2=O)cc1OC (stereo not drawn)	-1	-10	3	-16	1	i	-5	-15	-0.5	4
7	CCCCn1c(N)c(N(CCOC)C(=O)CSc2nnc(-c3ccco3)n2CC)c(=O)[nH]c1=O	5	3	-2	4	-3	i	-6	4	-1.4	-1
8	CCC1(CC)NC(=O)N(CC(=O)OCC(=O)c2cc(C)c(C)cc2C)C1=O	0	-2	2	0	0	i	-8	4	-0.8	-1
9	O=c1c2cc3ccccc3nc2ncn1CCc1ccc(Cl)cc1	-27	3	.	.	0	.	.	6	-0.5	.
10	Cc1ccc(NC(=S)NCCSc2ccc(Cl)cc2)c(C)c1	1	-14	0	-6	2	i	-2	10	2.3	-5
11	CCOC(=O)c1cnc2ccc(Cl)cc2c1N1CCN(C)CC1	-6	-13	2	-2	-6	i	-6	5	-2.0	-4
12	N#CC1=C(N)OC2=C(CN(Cc3ccccc3)C/C2=C\c2cccnc2)C1c1cccnc1 (stereo not drawn)	4	-13	0	-3	-2	i	-9	17	0.0	3
13	CS(=O)(=O)c1ccc(C(=O)OCC(=O)NC(=O)C2COc3ccccc3O2)cc1[N+](=O)[O-] (stereo not drawn)	-19	4	4	4	-1	i	3	-19	-0.1	3
14	Cc1ccc(CNC(=O)CN2CCN(c3ccc(F)cc3)CC2)cc1	2	8	-4	-2	-3	i	0	7	-1.2	-2
15	O=C(NC(=S)Nc1cccnc1Cl)c1ccc(Cl)cc1	0	0	0	-3	0	i	-4	14	-0.3	-5
16	CCOc1ccc(/C=N/OCC(=O)NC(c2ccccc2)c2ccccc2)cc1	1	-5	-1	-7	-48	i	-12	16	5.7	1
17	CC(=O)Nc1ccc(SCC(=O)c2ccc(Br)s2)cc1	-19	-18	3	-10	-3	i	-1	-7	1.7	-4
18	Cn1c(COc2ccc(Cl)cc2)nnc1SCc1ncc(-c2ccccc2)o1	5	1	-2	-3	1	i	1	6	-0.8	2
19	CCC(C)[C@H]1CN=C(N)N1CCc1cc(C(F)(F)F)cc(C(F)(F)F)c1 (stereo partly drawn)	-24	12	2	21	-5	i	-2	12	-6.4	-5
20	O=C1[C@H]2[C@@H](c3ccccc3)N[C@]3(CCCN(Cc4ccc(Br)cc4)C3=O)[C@H]2C(=O)N1Cc1ccccc1	4	-8	1	12	5	i	.	1	0.8	12
21	Cc1cc(-c2ccccc2)nc(N/N=C/c2ccc(N(C)C)cc2)n1	-17	-16	1	-4	-12	i	-14	2	1.6	4
22	CCCCOc1ccc(C(C)(O)CCN2CCOCC2)cc1 (stereo not drawn)	18	-2	-2	0	-2	i	-11	-9	0.1	-3
23	Cc1ccc(C(=O)O/N=C(\N)c2ccccn2)c(Cl)c1	5	1	2	-1	-9	i	-6	-12	-1.0	-5
24	Cc1ccc(-n2nnnc2SCC(=O)N2CC(=O)Nc3ccccc32)cc1	0	-20	-3	2	2	i	0	0	0.9	-1
25	Cc1ccccc1CNC(=O)C(=O)NCCC1CCCCN1S(=O)(=O)c1ccccc1 (stereo not drawn)	-5	-19	1	-1	5	i	-10	0	0.3	-8

Profiles, quoted from the list. Screens in order: SUMO1 PPI mod	NRP1-CendR mod	STEP block	DNMT1 block	MT1-MMP act inh	Rpn11 inh	Scp1 inh	SKN-1 block	LMPTP inh	NadD block
COc1ccc(C2(C)NC(=O)N(CC(=O)N3CCc4ccccc43)C2=O)cc1OC (stereo not drawn) reads -1	-10	3	-16	1	i	-5	-15	-0.5	4
CCOc1ccc(/C=N/OCC(=O)NC(c2ccccc2)c2ccccc2)cc1 reads 1	-5	-1	-7	-48	i	-12	16	5.7	1
Cn1c(COc2ccc(Cl)cc2)nnc1SCc1ncc(-c2ccccc2)o1 reads 5	1	-2	-3	1	i	1	6	-0.8	2
O=C1[C@H]2[C@@H](c3ccccc3)N[C@]3(CCCN(Cc4ccc(Br)cc4)C3=O)[C@H]2C(=O)N1Cc1ccccc1 reads 4	-8	1	12	5	i	.	1	0.8	12

An excerpt of these results, field by field.
3. CCOc1ccc(NC(=O)CSc2nc(C3CC3)nc3ccccc23)cc1
- SUMO1 PPI mod: -1
- NRP1-CendR mod: 0
- STEP block: -1
- DNMT1 block: 27
- MT1-MMP act inh: -3
- Rpn11 inh: i
- Scp1 inh: 5
- SKN-1 block: 11
- LMPTP inh: -0.2
- NadD block: 3
4. CCCCCN(C(=O)CCC(=O)OC(C)C(=O)c1ccc(Cl)cc1)c1c(N)n(CCCC)c(=O)[nH]c1=O (stereo not drawn)
- SUMO1 PPI mod: 0
- NRP1-CendR mod: -4
- STEP block: 0
- DNMT1 block: 1
- MT1-MMP act inh: -2
- Rpn11 inh: i
- Scp1 inh: -1
- SKN-1 block: -5
- LMPTP inh: -0.2
- NadD block: 1
5. COc1cc2[nH]c(=S)nc(NCCc3ccc(C)cc3)c2cc1OC
- SUMO1 PPI mod: 7
- NRP1-CendR mod: -24
- STEP block: -2
- DNMT1 block: 3
- MT1-MMP act inh: -1
- Rpn11 inh: i
- Scp1 inh: 3
- SKN-1 block: -10
- LMPTP inh: -3.4
- NadD block: 1
6. COc1ccc(C2(C)NC(=O)N(CC(=O)N3CCc4ccccc43)C2=O)cc1OC (stereo not drawn)
- SUMO1 PPI mod: -1
- NRP1-CendR mod: -10
- STEP block: 3
- DNMT1 block: -16
- MT1-MMP act inh: 1
- Rpn11 inh: i
- Scp1 inh: -5
- SKN-1 block: -15
- LMPTP inh: -0.5
- NadD block: 4

The results go on.
nr	SMILES	SUMO1 PPI mod	NRP1-CendR mod	STEP block	DNMT1 block	MT1-MMP act inh	Rpn11 inh	Scp1 inh	SKN-1 block	LMPTP inh	NadD block
26	CC1CCN(C(=O)Cn2c(=O)n(CCCC(=O)NCc3ccco3)c(=O)c3sccc32)CC1	6	19	-1	2	-1	i	-5	-1	-2.3	5
27	CN(C)C(=S)SCC(=O)Nc1ccc(Cl)cc1Cl	4	4	-2	2	2	i	-8	-6	-1.7	-7
28	CN(CC(=O)Nc1ccc(F)cc1)C(=O)c1cccc(S(=O)(=O)N2CCN(c3ccccc3)CC2)c1	10	8	6	4	1	i	5	-14	1.9	-6
29	CC(NC(=O)C(=O)c1cn(CC(=O)N2CCCC2)c2ccccc12)c1ccccc1 (stereo not drawn)	-2	5	-1	-1	-4	i	.	13	-1.0	4
30	O=C(Nc1nc(-c2ccc([N+](=O)[O-])cc2)cs1)c1c(F)cccc1F	-9	-17	-1	4	0	i	-9	-3	1.5	3
31	CC1(NC(=O)c2ccccc2)CCN(CCc2cccs2)C1=O (stereo not drawn)	-1	0	-2	9	-1	i	-3	13	-1.1	0
32	O=C(CC(C(=O)O)c1c[nH]c2ccccc12)c1ccccc1 (stereo not drawn)	-1	6	1	-4	5	i	-8	7	-0.5	-5
33	Cc1cc(C)nc(N/N=C/c2ccccc2OCc2cccc(Br)c2)n1	-5	-2	1	-1	-14	i	-2	14	5.0	9
34	O=C(c1ccccc1)C1N=NCC1c1ccc(Cl)cc1 (stereo not drawn)	-15	13	-2	0	-4	i	-19	9	1.4	-7
35	COc1ccc(C)cc1NC(=O)CSCc1cc(=O)n2c(C)csc2n1	2	-11	4	2	-4	i	4	3	-1.1	0
36	CCn1c(SCC(=O)Nc2ccc(OC)cc2)nnc1-c1ccco1	-1	8	-1	-1	3	i	-6	-28	-0.1	10
37	COc1ccc(Br)cc1C(=O)Nc1ccc(N2CCN(S(C)(=O)=O)CC2)cc1	0	-7	-6	-4	2	i	-10	14	0.0	-2
38	CCN(C1CCCCC1)S(=O)(=O)CCNC(=O)c1ccccc1	0	7	0	-1	2	i	-3	10	-1.1	0
39	COc1ccc(C(=O)Cn2cnc3ccccc3c2=O)cc1OC	-1	-2	-2	0	-2	i	-3	13	-1.9	-10
40	Cc1cc(=O)[nH]c(N/N=C/c2ccc(Br)s2)n1	-20	4	-3	-3	-2	i	-10	1	-0.7	3
41	CCn1nnnc1SCC(=O)c1ccc(C)cc1	1	7	5	4	2	i	-2	-14	0.1	-4
42	NCCc1nc(-c2ccccc2)cs1	2	1	-3	-1	-49	i	6	-9	0.3	-2
43	CCCCCCNS(=O)(=O)c1nc2nc(C)cc(C)n2n1	-2	5	0	3	5	i	-6	-3	-1.1	-6
44	Cc1ccc(NC(=O)CNc2ccc(Cl)cc2F)cc1	-1	-8	-3	-2	0	i	-8	11	0.0	-5
45	Cc1nc2c3ccccc3n(CC#N)c(=O)n2n1	4	-6	-1	-1	1	i	-8	5	-1.0	-1
46	CCc1ccc(N(C(=O)C(F)(F)F)C(C(=O)NC2CCCCC2)c2ccncc2)cc1 (stereo not drawn)	-2	13	-2	12	-3	i	-3	10	-0.9	2
47	Clc1ccc2nc(-c3ccccn3)c(Nc3ccc4c(c3)OCO4)n2c1	30	2	4	-7	4	i	-5	11	3.9	10
48	Cc1ccnc(NC(=O)CCC(=O)N(CC(=O)NC(C)(C)C)c2ccc(F)c(Cl)c2)c1	2	-13	-2	18	-1	i	-6	-2	0.0	-4
49	O=C(O)c1ccc(N/N=C/c2cccc3cccnc23)cc1	-7	4	5	0	4	i	-2	-1	1.5	4
